From PubChem BioAssay
MT1-MMP act inh: inhibitors of human MT1-MMP activation; P50281; HT1080 RFP-PRO-GFP cells, GFP/RFP ratio fluorescence, overnight; percent of plate control window, DMSO zero; GFP/RFP ratio change, % at 20 µM; 360,000 compounds, 0.061% hits;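 active = GFP/RFP ratio change of at least 30% with cell ATP level not reduced by more than half and red fluorescence within 50% of control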; note: strong numbers were not always called active
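system = RFP-PRO-GFP reporter HT1080 cells | dosing = 20 µM single dose, 1% DMSO | timing = overnight cell settling, then overnight compound exposure, 37 °C, 5% CO2 | read-out basis = GFP/RFP fluorescence ratio | controls = DMSO and RFP-L50D-GFP cell wells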
SKN-1 block: blocks SKN-1 activity in C. elegans; inhibition, % at 21.8 µM; 360,000 compounds, 0.49% hits; C. elegans VP596 Pgst-4::GFP/RFP ratio, acrylamide-induced, 24 h; AID 624304;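 active = interference check ratio from 0.5 to 1.5 plus GFP to RFP signal ratio inhibition reaching or exceeding a fixed threshold, cut at about 30% in these data, passing the limit was not always enough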; note: some compounds called inactive have numbers as strong as hits
PABP1 MLLE inh: inhibitors of microRNA-mediated deadenylation, human PABP1 MLLE binding. P11940. GST-MLLE / FITC-PAM2 fluorescence polarization. inhibition, % at 20 µM. 360,000 compounds, 0.36% hits. AID 588489; in the data active = inhibition above about 35%, passing the limit was not always enough;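 note: plate controls were DMSO wells with GST-MLLE for no effect and wells lacking GST-MLLE protein for full effect; some results filed as inactive read as strong as hits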
eLon inh: inhibitors of E. coli Lon protease | P0A9M0 | purified E. coli Lon protease, fluorescence polarization | inhibition, % at 7.94 µM | 360,000 compounds, 0.42% hits | AID 602123; in the data active = inhibition above about 13%, passing the limit was not always enough;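 note: 0% = enzyme with probe and DMSO and 100% = no enzyme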
FAS TE block: blocks the thioesterase domain of human fatty acid synthase; recombinant FAS-TE, OMFH fluorogenic substrate, fluorescence endpoint; P49327; inhibition, % at 15 µM; 360,000 compounds, 0.67% hits;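 active = compounds whose normalised, plate-corrected inhibition of enzyme fluorescence in the single-dose primary screen is 50% or more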;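 note: 0% = DMSO with enzyme and 100% = substrate without enzyme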
CendR NRP1 mod: modulators of CendR peptide binding to human neuropilin-1; inhibition, % at 25 µM; 360,000 compounds, 0.85% hits; AID 602438; FAM-RPARPAR peptide binding to NRP-1, fluorescence polarization; O14786;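 active = inhibition or corrected inhibition above about 18%, plus a signal ratio from 0.5 to 1.5, limit read from the data, passing the limit was not always enough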; note: strong numbers were not always called active
Target sequence (O14786 whole entry, looked up): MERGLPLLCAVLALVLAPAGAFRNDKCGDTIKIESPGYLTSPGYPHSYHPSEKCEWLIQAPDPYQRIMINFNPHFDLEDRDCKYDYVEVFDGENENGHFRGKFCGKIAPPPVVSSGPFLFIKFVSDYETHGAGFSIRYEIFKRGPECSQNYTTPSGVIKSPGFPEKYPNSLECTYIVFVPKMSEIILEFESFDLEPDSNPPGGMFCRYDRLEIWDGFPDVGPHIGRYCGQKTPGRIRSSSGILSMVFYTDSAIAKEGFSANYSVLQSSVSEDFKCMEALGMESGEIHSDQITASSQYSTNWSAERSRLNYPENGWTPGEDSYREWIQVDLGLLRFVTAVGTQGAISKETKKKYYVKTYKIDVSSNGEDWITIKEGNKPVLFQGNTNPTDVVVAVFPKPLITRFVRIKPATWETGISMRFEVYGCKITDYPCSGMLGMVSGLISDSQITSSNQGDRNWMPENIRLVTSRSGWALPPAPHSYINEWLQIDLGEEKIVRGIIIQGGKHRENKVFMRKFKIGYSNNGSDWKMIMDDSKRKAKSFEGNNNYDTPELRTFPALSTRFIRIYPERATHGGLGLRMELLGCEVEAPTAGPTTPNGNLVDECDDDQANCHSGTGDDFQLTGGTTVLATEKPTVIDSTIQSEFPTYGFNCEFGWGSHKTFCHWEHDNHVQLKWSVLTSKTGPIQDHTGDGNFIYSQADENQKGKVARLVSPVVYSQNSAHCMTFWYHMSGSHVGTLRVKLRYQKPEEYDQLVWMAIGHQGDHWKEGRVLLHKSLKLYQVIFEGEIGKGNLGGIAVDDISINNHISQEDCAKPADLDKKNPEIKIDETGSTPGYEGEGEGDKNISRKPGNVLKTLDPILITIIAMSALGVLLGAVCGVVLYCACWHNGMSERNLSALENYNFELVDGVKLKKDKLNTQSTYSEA
Rin1-Abl PPI inh: human Rin1-Abl interaction inhibition. P00519+Q13671. TR-FRET Rin1/Abl binding, biochemical. inhibition, % at 7.35 µM. 360,000 compounds, 0.4% hits. AID 588664; in the data active = inhibition above about 5%, passing the limit was not always enough
Neddylation inh: cullin neddylation inhibition. P61081+Q13564. TR-FRET cullin neddylation, biochemical. calls only at 25 µM. 360,000 compounds, 0.58% hits. AID 651699; in the data active = inhibition above about 36%
MsrA act: bovine methionine sulfoxide reductase A activation | 360,000 compounds, 0.3% hits | activation, % at 10.6 µM | purified bovine MsrA, absorbance read-out; in the data active = activation above about 7.5%;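 note: 0% = vehicle and 100% = reference activator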
The depositor's hits bear a star; i = inactive; / = no result given; + = active, no number. Rows are unselected; about 4% have a hit in one of these screens.

SMILES | MT1-MMP act inh | SKN-1 block | PABP1 MLLE inh | eLon inh | FAS TE block | CendR NRP1 mod | Rin1-Abl PPI inh | Neddylation inh | MsrA act
Nn1c(SCc2cn3cc(Cl)ccc3n2)nnc1-c1ccncc1 | -3 | -1 | 28 | 0 | -6 | 6 | 3 | i | -7
C/C(=N\NC(=O)c1nc2ccccn2c1C)c1ccc2c(c1)OCO2 | 3 | 11 | 6 | 0 | -7 | 11 | 2 | i | -12
COC(=O)c1sc(NC(=O)CN2CCN(c3cccc(Cl)c3)CC2)c(C(=O)OC)c1C | 5 | 0 | -2 | -10 | 7 | -4 | 2 | i | 2
CCN1CCCn2c1nc1c2c(=O)n(C)c(=O)n1C | -1 | -3 | 5 | 1 | -9 | -9 | -1 | i | -3
CCCCN1C(=O)C2NN=C(C(=O)OCC)C2C1=O (configuration not stated) | -7 | -11 | 10 | -10 | -6 | -11 | -3 | i | -8
Cc1ccc(C)c(NC(=O)COC(=O)CSc2ccccc2)c1 | 1 | -9 | 2 | 8 | -9 | 13 | 1 | i | -4
CCN(Cc1ccc(OC)c(COC)c1)CC1CCCN(CCc2cccc(F)c2)C1 (configuration not stated) | 0 | -2 | -2 | -18 | 0 | 0 | 0 | i | -1
Cc1cc(=O)oc2cc(O)cc(O)c12 | -3 | -3 | 7 | -4 | -4 | -10 | -4 | / | -2
COc1cccc(CC(=O)n2nc(N)c3cc4ccc(OC)cc4nc32)c1 | 1 | -19 | -4 | -3 | -4 | -4 | -2 | + | -1
CC(=O)Nc1c(Cl)n(C(C)=O)c2ccccc12 | -1 | 4 | 8 | 2 | -8 | 3 | -1 | i | -4
CCCn1c(SCC(=O)Nc2cccc(NC(C)=O)c2)nnc1C(C)C | -1 | 34 | -12 | -3 | -8 | 7 | -4 | i | -4
S=C(Nc1ccc(Cl)cc1Cl)N1CCCC1 | -3 | -21 | -106 | -4 | -1 | -16 | -1 | i | -6
CCn1cc(CNC(=O)c2cccc([N+](=O)[O-])c2)c(C)n1 | 0 | 4 | 5 | -7 | -13 | -6 | -2 | i | -5
Cc1cc(C)cc(NC(=O)CSc2nnc(CNC(=O)c3ccco3)o2)c1 | -1 | 2 | -5 | 11 | -2 | 2 | 2 | i | -6
CC(C)COC(=O)N1CCCCC1c1cc(C(=O)NCc2ccccc2)no1 (configuration not stated) | -6 | 12 | -10 | 3 | 11 | 5 | 0 | i | -1
N=C(N)c1ccc(N=Nc2c(O)ccc3c2[nH]c2ccccc23)cc1 | 4 | -1 | -1 | 1 | -37 | 72* | 22* | i | -1
COC(=O)Cc1ccc(NC(=S)NCC(C)C)cc1 | 8 | 5 | -14 | -5 | -6 | -4 | 2 | i | -2
Nc1nc(Cl)nc2c1ncn2C1CCC(CO)O1 (configuration not stated) | 8 | 6 | 13 | 0 | -6 | -5 | 7 | i | -9
Cc1cn([C@H]2C[C@H](O)[C@@H](CNC(=O)[C@@H]3CCCN3Cc3ccccc3)O2)c(=O)[nH]c1=O | 7 | -2 | -9 | -3 | -6 | 5 | -2 | i | -1
COc1cccc(C2C([N+](=O)[O-])=C(N)Oc3cc(C)oc(=O)c32)c1 (configuration not stated) | 1 | 0 | -5 | 8 | -9 | -3 | 0 | i | -3
CCC(Cc1ccccc1)NC(=O)C1CC1 (configuration not stated) | -2 | -14 | -9 | 7 | -6 | 0 | 1 | i | -1
COc1ccc(C(=O)NCCC(=O)N2CCC3(CC2)NCCc2[nH]cnc23)cc1 | 1 | -21 | 17 | -2 | -2 | 0 | 4 | i | -3
CCOC(=O)C1=C(C)N(C)C(=O)NC1c1cccc2ccccc12 (configuration not stated) | 0 | 19 | -7 | -4 | -2 | -6 | -2 | i | 0
CC1CCCCN1S(=O)(=O)c1ccc(S(=O)(=O)N(Cc2ccccc2)Cc2ccco2)cc1 (configuration not stated) | -10 | -3 | 1 | -5 | 31 | -3 | -3 | i | -2
Cc1ccc(C)c(OCCC(=O)OCC(=O)c2c(N)n(C)c(=O)n(C)c2=O)c1 | 2 | 0 | 4 | -8 | 11 | 14 | 4 | i | -8
The results go on:
SMILES | MT1-MMP act inh | SKN-1 block | PABP1 MLLE inh | eLon inh | FAS TE block | CendR NRP1 mod | Rin1-Abl PPI inh | Neddylation inh | MsrA act
C=C1C(=O)OC2C=C(CO)CCC=C(CO)CC(OC(=O)C(C)C)C12 (configuration not stated) | 3 | 9 | -1 | -5 | -4 | -6 | 3 | i | -4
CC(=O)N1CCN(C(=O)Cn2c(=O)oc3ccccc32)CC1 | 8 | 16 | -2 | 2 | -4 | -4 | 1 | i | -6
CCOC(=O)C1CCN(C(=O)c2ccc(N(C)S(C)(=O)=O)cc2)CC1 | 0 | 4 | -12 | -6 | -7 | 7 | 3 | i | 0
CSc1nnnn1-c1cccc(O)c1 | -3 | -14 | -2 | -12 | -11 | -9 | 2 | i | -12
COc1cc(C)c(CNC2CCCCC2)cc1C | 3 | 0 | 10 | -8 | -4 | -3 | 7 | i | -2
Cc1ccc(S(=O)(=O)NC(C)C(=O)NC(C)c2cccs2)cc1 (configuration not stated) | 3 | -11 | -5 | 0 | -6 | -1 | 4 | i | 0
CC(=O)Nc1ccc(S(=O)(=O)CCC#N)cc1 | 0 | -14 | -3 | -5 | -6 | -6 | 0 | i | -10
CCCCOc1ccc(Cc2c(COCC)[nH]c(=S)[nH]c2=O)cc1 | 1 | 10 | 0 | -1 | -2 | 2 | -2 | i | -1
CN(CC(=O)Nc1ccc(N2CCOCC2)cc1)C(=O)CCNC(=O)c1ccccc1Cl | 3 | 4 | 4 | 7 | -6 | 10 | -1 | i | -3
Cc1cc(-c2ccc(N3CCOCC3)cc2)nc2ccccc12 | -9 | 14 | 8 | 19 | 11 | -5 | -7 | / | -3
O=C(Nc1ccc(F)c(F)c1)c1cccnc1 | 3 | 25 | -5 | -8 | -4 | -1 | 2 | i | -2
NS(=O)(=O)c1ccc(CCNC(=O)CSc2ccc(Cl)cc2Cl)cc1 | 2 | -5 | 10 | -4 | 1 | -6 | 1 | i | 0
CC(Nc1ccc2c(c1)OCCO2)C(=O)N1CCc2ccccc21 (configuration not stated) | 5 | 10 | 5 | 2 | 0 | -8 | 6 | i | -2
CN(Cc1cn(C)nc1-c1cccc(Cl)c1)CC1CCCCO1 (configuration not stated) | -1 | 9 | 4 | -7 | -3 | 13 | 0 | i | -1
C/C=C(/C)C(=O)O[C@@H]1Cc2c(ccc3ccc(=O)oc23)OC1(C)C | 0 | 0 | -12 | 2 | 15 | 17 | 1 | i | -1
CCOC(=O)C(=O)Nc1sc(C(=O)N2CCOCC2)c(C)c1C#N | -2 | 9 | -2 | -13 | -10 | -5 | 2 | i | -9
COc1ccc(C(=O)COC(=O)CCn2nnc(-c3cccs3)n2)cc1 | 1 | 4 | -3 | -2 | 11 | 1 | 4 | i | -8
Cc1ccc(NC2CCCN(C(=O)c3ccoc3)C2)cc1C (configuration not stated) | 5 | 1 | -4 | 2 | -2 | 6 | -1 | i | -10
CC(=O)NC(C(=O)N1CCC(c2nc3ccccc3s2)CC1)C(C)C (configuration not stated) | -1 | -11 | 2 | -1 | -2 | -6 | -1 | i | -4
COC(=O)c1nc(NC(=O)c2ccc(C(C)(C)C)cc2)n[nH]1 | 1 | -6 | 14 | 0 | 27 | -9 | 2 | i | -17
CCC(=O)NC(=S)Nc1ccc(NC(=O)CC)cc1 | 4 | -14 | 17 | -1 | -12 | 20 | 2 | i | -7
O=C(COc1ccccc1)NCC1(N2CCCCC2)CCCCC1 | 1 | -12 | 11 | 0 | -2 | 1 | -4 | i | 1
Cc1ccc(-n2ncc(C(=O)N3CCN(C(=O)c4ccco4)CC3)c2C2CCN(C(=O)OC(C)(C)C)CC2)cc1C | 0 | -16 | 2 | 4 | 0 | -112 | -1 | i | -5
Cc1ccccc1-n1ncc2c1CC(C)(C)CC2NC(=O)CCC(F)(F)F (configuration not stated) | 1 | 3 | 1 | -7 | -2 | 13 | -1 | i | -2
O=C(NCCc1ccco1)C(=O)NCC1OCCCN1S(=O)(=O)c1ccc(F)cc1 (configuration not stated) | -1 | -6 | -6 | 9 | -6 | 9 | 2 | i | -9

Entries of single compounds as entered above.
O=C(NCCc1ccco1)C(=O)NCC1OCCCN1S(=O)(=O)c1ccc(F)cc1 (configuration not stated) across the screens: MT1-MMP act inh = -1; SKN-1 block = -6; PABP1 MLLE inh = -6; eLon inh = 9; FAS TE block = -6; CendR NRP1 mod = 9; Rin1-Abl PPI inh = 2; Neddylation inh = i; MsrA act = -9
CCOC(=O)C(=O)Nc1sc(C(=O)N2CCOCC2)c(C)c1C#N across the screens: MT1-MMP act inh = -2; SKN-1 block = 9; PABP1 MLLE inh = -2; eLon inh = -13; FAS TE block = -10; CendR NRP1 mod = -5; Rin1-Abl PPI inh = 2; Neddylation inh = i; MsrA act = -9

Continuation:
SMILES | MT1-MMP act inh | SKN-1 block | PABP1 MLLE inh | eLon inh | FAS TE block | CendR NRP1 mod | Rin1-Abl PPI inh | Neddylation inh | MsrA act
CNC(=O)c1cc2cc(OC)ccc2n1CCN(Cc1ccccc1)Cc1ccccc1 | -6 | 9 | -7 | 2 | 15 | 1 | -14 | i | -3
Cc1ccc2c(c1)C1(OCCCO1)C(=O)N2 | 3 | 19 | 16 | 2 | 0 | -3 | 0 | i | -1
CCCCCSc1nc2c(cnn2-c2ccccc2)c(=O)[nH]1 | 5 | 12 | -23 | -4 | -8 | -16 | -2 | i | -4
COC(=O)[C@H](CO)NS(=O)(=O)c1ccc(C)cc1 | 2 | 21 | 1 | -13 | -6 | 3 | -1 | i | 1
COc1ccc2c(-c3ccccc3)cc(SCC(=O)N(C)C)nc2c1 | -6 | 7 | -3 | 2 | 14 | -2 | -5 | i | -3
O=C(NCCCN1CCOCC1)c1cc(-c2cccs2)on1 | 8 | -2 | -10 | -8 | -7 | -2 | 1 | i | -9
CCCNC(=O)C1(C)CCN1C(=O)C/C=C/c1ccccc1 (configuration not stated) | 5 | 0 | 9 | -1 | -7 | 18 | -8 | i | -10

Structures above containing a thiophene ring, fused or not (five):
SMILES | MT1-MMP act inh | SKN-1 block | PABP1 MLLE inh | eLon inh | FAS TE block | CendR NRP1 mod | Rin1-Abl PPI inh | Neddylation inh | MsrA act
COC(=O)c1sc(NC(=O)CN2CCN(c3cccc(Cl)c3)CC2)c(C(=O)OC)c1C | 5 | 0 | -2 | -10 | 7 | -4 | 2 | i | 2
Cc1ccc(S(=O)(=O)NC(C)C(=O)NC(C)c2cccs2)cc1 (configuration not stated) | 3 | -11 | -5 | 0 | -6 | -1 | 4 | i | 0
CCOC(=O)C(=O)Nc1sc(C(=O)N2CCOCC2)c(C)c1C#N | -2 | 9 | -2 | -13 | -10 | -5 | 2 | i | -9
COc1ccc(C(=O)COC(=O)CCn2nnc(-c3cccs3)n2)cc1 | 1 | 4 | -3 | -2 | 11 | 1 | 4 | i | -8
O=C(NCCCN1CCOCC1)c1cc(-c2cccs2)on1 | 8 | -2 | -10 | -8 | -7 | -2 | 1 | i | -9
